MazF activator: activators of E. coli MazEF toxin-antitoxin RNase, primary screen, biochemical, fluorescence, uHTS. activation, % at 20 µM. 0.32% of 350,000 active. FAM/BHQ RNA-DNA oligo cleavage fluorescence, 5 h. Endoribonuclease toxin MazF (Escherichia coli (strain K12)), P0AE70; in the data active = activation above about 50%
Target sequence (P0AE70 whole entry, looked up): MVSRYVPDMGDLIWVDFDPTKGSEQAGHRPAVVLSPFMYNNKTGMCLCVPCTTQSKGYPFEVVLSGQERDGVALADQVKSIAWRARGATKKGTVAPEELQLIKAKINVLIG
Rv3671c inh: Rv3671c serine protease inhibitors, primary screen, biochemical, fluorescence polarization, M. tuberculosis H37Rv. P9WHR9. inhibition, % at 5.96 µM. 0.048% of 320,000 active. AID 2606, 2010; in the data active = inhibition above about 38%;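 also: extracellular domain of Rv3671c used as enzyme; 0% = enzyme with DMSO and 100% = no enzyme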
SARS 3CLpro inh: SARS-CoV 3CLpro protease inhibitors, primary screen, biochemical, quenched FRET; Replicase polyprotein 1ab (Severe acute respiratory syndrome coronavirus), P0C6X7; recombinant SARS-CoV 3CLpro, quenched FRET peptide cleavage; inhibition, % at 6 µM; 0.14% of 290,000 active; in the data active = inhibition above about 12%
PriA SSB inh: inhibitors of Klebsiella pneumoniae PriA binding to SSB C-terminal tail, primary screen, biochemical, AlphaScreen. 0.6% of 430,000 active. AlphaScreen SSBct-PriA binding, biotinylated peptide. AID 1272365, 2023. inhibition, % at 33 µM; in the data active = inhibition mostly above about 37%, no sharp cut-off; inactive = mostly below about 20%;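 also: plate controls were negative control peptide for no effect and reference peptide for full effect; strong numbers were not always called active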
Mtb UGM inh: M. tuberculosis UGM enzyme inhibitors, primary screen, biochemical, fluorescence polarization, single point; UDP-galactopyranose mutase (Mycobacterium tuberculosis (strain ATCC 25618 / H37Rv)), …; purified UGM, fluorescence polarization probe displacement; inhibition, % at 10 µM; 0.06% of 320,000 active; AID 504406, 2011; in the data active = inhibition above about 10%, passing the limit was not always enough
Target sequence (P9WIQ1 whole entry, looked up): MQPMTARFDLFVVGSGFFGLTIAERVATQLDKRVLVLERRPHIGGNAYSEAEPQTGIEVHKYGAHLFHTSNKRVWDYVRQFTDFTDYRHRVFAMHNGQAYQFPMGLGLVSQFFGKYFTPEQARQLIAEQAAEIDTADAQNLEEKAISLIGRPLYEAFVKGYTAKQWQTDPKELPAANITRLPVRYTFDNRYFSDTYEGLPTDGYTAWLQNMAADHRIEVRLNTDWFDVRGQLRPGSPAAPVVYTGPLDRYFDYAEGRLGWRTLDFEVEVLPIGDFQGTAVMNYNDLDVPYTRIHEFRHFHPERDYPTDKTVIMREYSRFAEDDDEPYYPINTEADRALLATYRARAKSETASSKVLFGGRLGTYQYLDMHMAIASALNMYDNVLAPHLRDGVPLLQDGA
Mtb FBA inh: Mtb FBA enzyme inhibitors, primary screen, biochemical, fluorescence, strain H37Rv. Fructose-bisphosphate aldolase (Mycobacterium tuberculosis (strain ATCC 25618 / H37Rv)), …. purified M. tuberculosis FBA, fluorescence read-out. inhibition, % at 1 µM. 2.3% of 360,000 active. AID 588726, 2011; in the data active = inhibition above about 27%;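 also: 0% = vehicle and 100% = reference inhibitor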
Target sequence (P9WQA3 whole entry, looked up): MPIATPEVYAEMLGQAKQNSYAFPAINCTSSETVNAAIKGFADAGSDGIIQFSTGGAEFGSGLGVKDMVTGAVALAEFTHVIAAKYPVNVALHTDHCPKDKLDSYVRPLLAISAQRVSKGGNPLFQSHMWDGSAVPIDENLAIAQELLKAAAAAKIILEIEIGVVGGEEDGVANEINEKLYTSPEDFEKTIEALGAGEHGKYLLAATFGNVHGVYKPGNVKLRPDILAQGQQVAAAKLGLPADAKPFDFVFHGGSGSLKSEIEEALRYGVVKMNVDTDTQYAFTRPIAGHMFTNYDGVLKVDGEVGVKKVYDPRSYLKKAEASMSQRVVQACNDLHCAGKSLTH
GDH-TPI counter: GDH-TPI coupling enzyme inhibitors, primary screen, artefact control for M. tuberculosis FBA inhibitor project, biochemical, absorbance, full deck | GDH-TPI coupled enzyme counterscreen, NADH absorbance | 1.2% of 360,000 active | inhibition, % at 4.8 µM; in the data active = inhibition above about 30%;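 also: 0% = DMSO wells and 100% = wells lacking the enzyme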
BH1578 lux ind: inducers of Vibrio cholerae quorum light production without autoinducers, primary screen, BH1578 luxS cqsA deficient, single point; V. cholerae BH1578 lux reporter, luminescence, 6 h; 0.16% of 350,000 active; activation, % at 18.7 µM; in the data active = activation mostly above about 9.7%, no sharp cut-off; also: not every result past the cut was called active; inactives centre near 0; reference of the scale not given here
Mtb BioA inh: M. tuberculosis BioA enzyme inhibitors, primary screen, biochemical, plate reader, single point, HTS; 7,8-diaminopelargonic acid synthase BioA (Mycobacterium tuberculosis); purified M. tuberculosis BioA enzyme; inhibition, % at 9.99 µM; 0.096% of 360,000 active; in the data active = inhibition above about 40%
VHR inh abs: VHR1 phosphatase inhibitors, primary screen, biochemical, absorbance, uHTS; Dual specificity protein phosphatase 3 (Homo sapiens), P51452; recombinant VHR phosphatase, pNPP absorbance; inhibition, % at 13.3 µM; 0.52% of 290,000 active; in the data active = inhibition above about 50%; also: some compounds called inactive have numbers as strong as hits
Target sequence (P51452 whole entry, looked up): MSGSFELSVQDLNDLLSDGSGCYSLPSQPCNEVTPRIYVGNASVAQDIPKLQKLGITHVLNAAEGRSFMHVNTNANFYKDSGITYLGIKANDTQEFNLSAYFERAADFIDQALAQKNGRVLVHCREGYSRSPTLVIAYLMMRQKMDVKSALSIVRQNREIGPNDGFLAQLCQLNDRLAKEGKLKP
Starred values were filed as active, the others as inactive; i = inactive; nt = no result given; & = joins results of further samples. An excerpt; rates above refer to the full screens.

SMILES	MazF activator	Rv3671c inh	SARS 3CLpro inh	PriA SSB inh	Mtb UGM inh	Mtb FBA inh	GDH-TPI counter	BH1578 lux ind	Mtb BioA inh	VHR inh abs
CCc1c(C)nc(SCCOc2ccc(OC(C)C)cc2)[nH]c1=O	9	1	-3	3	-1.4	-2	0	-0.3	7.6	5
O=C(NCCc1ccccc1)C1Cc2c(-c3ccccc3Oc3ccccc3)ccnc2O1 (configuration not stated)	nt	nt	nt	nt	nt	-2	9	-0.8	-0.1	nt
COc1ccc(C(c2nnnn2C(C)(C)C)N2CCN(C)CC2)cc1OC (configuration not stated)	2	1	-2	-15	-1.6	1	8	i	-2.5	3
CCNCCNc1ccc(Cl)cc1[N+](=O)[O-]	6	-4	-10	0	-3.0	-16	-5	-5.0	-1.1	nt
Cc1ccccc1C(=O)NNC(=O)c1cccn1C	1	4	nt	-8	0.7	0	6	i	-0.4	nt
O=C(CN1CCCC1c1cccs1)Nc1cc(S(=O)(=O)N2CCCC2)ccc1Cl (configuration not stated)	-3	-2	nt	-4	2.8	6	11	i	-1.1	nt
COc1ccc(NC(=O)C2(C)CCN2Cc2csc3ccccc23)cc1OC (configuration not stated)	nt	nt	nt	nt	nt	0	-4	i	-0.3	nt
CN1CC[C@@]23CCCC[C@@H]2[C@@H]1Cc1ccc(O)cc13	5	-2	-1	4	-0.8	6	11	8.5	-4.4	12
CN(C)c1oc(-c2ccco2)nc1S(=O)(=O)c1ccc(Br)cc1	4	-8	nt	-7&4&7	-0.2	1	10	i	-5.5	nt
CN(CC(=O)Nc1ccc(N2CCOCC2)cc1)C(=O)c1ccc(CS(C)(=O)=O)cc1	-10	-5	nt	5	0.7	3	5	-3.2	6.1	nt
CC(=O)c1c(C)[nH]c(C(=O)NNC(=O)COc2cc(C)cc(C)c2)c1C	3	nt	nt	-3	nt	0	4	1.7	1.1	nt
Cc1ccc(C2=CC(=O)C[C@H](c3ccc(F)cc3)C2)cc1	-2	-11	nt	-35	-0.4	1	14	-3.6	-0.9	nt
Clc1ccc(N2CCN(/N=C/c3cccnc3)CC2)cc1	3	4	-2	nt	-0.2	2	1	i	-1.4	17
CC1(C)Cc2c(C#N)c(N3CCN(C(=O)c4ccco4)CC3)nc(Cc3ccccc3)c2CO1	-12	-3	2	-1	0.6	2	7	nt	0.9	24
CCCn1c(SCC(=O)N2CCCCC2)nnc1-c1ccccn1	nt	5	-4	nt	0.7	nt	nt	nt	nt	1
Cc1sc2ncn(CC(=O)N3CCN(c4ccccn4)CC3)c(=O)c2c1S(=O)(=O)N1CCCCC1	2	-4	5	10	0.3	6	-7	-0.4	-0.8	17
CC(OC(=O)Cc1ccc(F)cc1)C(=O)N1CCc2ccccc21 (configuration not stated)	-6	nt	nt	-14	nt	3	3	-1.1	-4.7	nt
O=C(COC(=O)C1CC(=O)N(Cc2ccco2)C1)Nc1ccc(F)cc1F (configuration not stated)	2	-3	nt	11	1.6	2	8	-3.0	-1.6	nt
C#Cc1ccc([C@H]2C=C(C(=O)Nc3ccccc3)O[C@@H](OCc3ccc(CO)cc3)C2)cc1	-11	-41	nt	2	-1.3	0	3	i	0.3	19
CC(C)C[C@H](NC(=O)c1ccc(OC2CCN(C(=O)C3CC3)CC2)cc1)C(N)=O	5	2	3	-19	1.2	3	1	0.1	nt	0

Another view of some results above:
Screens in order – MazF activator	Rv3671c inh	SARS 3CLpro inh	PriA SSB inh	Mtb UGM inh	Mtb FBA inh	GDH-TPI counter	BH1578 lux ind	Mtb BioA inh	VHR inh abs
- Cc1ccc(C2=CC(=O)C[C@H](c3ccc(F)cc3)C2)cc1
  -2	-11	nt	-35	-0.4	1	14	-3.6	-0.9	nt
- CCNCCNc1ccc(Cl)cc1[N+](=O)[O-]
  6	-4	-10	0	-3.0	-16	-5	-5.0	-1.1	nt

Rewritten with values under each structure: part of the list above
Each structure is followed by: MazF activator	Rv3671c inh	SARS 3CLpro inh	PriA SSB inh	Mtb UGM inh	Mtb FBA inh	GDH-TPI counter	BH1578 lux ind	Mtb BioA inh	VHR inh abs
> O=C(CN1CCCC1c1cccs1)Nc1cc(S(=O)(=O)N2CCCC2)ccc1Cl (configuration not stated)
→ -3	-2	nt	-4	2.8	6	11	i	-1.1	nt
> CN(CC(=O)Nc1ccc(N2CCOCC2)cc1)C(=O)c1ccc(CS(C)(=O)=O)cc1
→ -10	-5	nt	5	0.7	3	5	-3.2	6.1	nt

(cont.)
SMILES	MazF activator	Rv3671c inh	SARS 3CLpro inh	PriA SSB inh	Mtb UGM inh	Mtb FBA inh	GDH-TPI counter	BH1578 lux ind	Mtb BioA inh	VHR inh abs
COc1ccc(/C=N/NC(=S)Nc2cccc(C(=O)O)c2)cc1	7	-14	6	nt	1.2	-2	22	-0.1	nt	32
CC(C)Oc1ccc(/C=N/NC(=O)c2ccc(N(Cc3ccccc3)S(C)(=O)=O)cc2)cc1	2	-23	-1	nt	2.7	-1	1	-0.2	nt	-2
COc1cc([N+](=O)[O-])ccc1NC(=O)CCCOc1cccc(C)c1	-8	-9	6	-2	-2.0	2	6	-0.2	-0.1	10
Cc1ccccc1N1CCN(C2CCCN(C(=O)CCc3c(C)noc3C)C2)CC1 (configuration not stated)	5	-1	-8	-18	1.1	-2	11	-0.6	3.1	10
COc1ccc(N2C(=O)CCC(C(=O)Nc3cccc(C)n3)C2c2ccc(OC)c(OC)c2)cc1 (configuration not stated)	-3	5	4	-9	0.3	-1	-9	i	1.7	2
CC1=C(C(=O)OC(C)C)C(c2ccc(O)cc2)NC(=O)N1 (configuration not stated)	8	7	-1	-7	-2.9	-1	-10	-0.3	-0.2	6
COc1ccc(C2C(C#N)=C(N)Oc3c2c(=O)oc2ccccc32)cc1Cn1cc([N+](=O)[O-])cn1 (configuration not stated)	-9	-2	5	-12	3.8	2	-4	0.2	nt	19
CC(C(=O)N=Nc1c(O)[nH]c2ccccc12)n1cnc2ccccc2c1=O (configuration not stated)	4	2	-2	3	-0.7	-1	10	-0.3	nt	-1
Cc1ccc2oc(=O)c3cnn(CC(=O)NCCCOC(C)C)c3c2c1	-5	-9	-3	-1	1.9	3	4	i	-1.1	-13
COc1ccc(-c2noc(CCC(=O)Nc3ccc(C)c(C)c3)n2)cc1	-7	-13	4	-17	0.2	4	3	5.0	1.3	-8
COCCNc1c2c(nc3c(-c4ccccc4)c(C)nn13)CCC2	11	3	-2	-12	0.7	2	2	-0.9	1.1	12
Cc1ccc(OCC(=O)N/N=C\c2cccn2C)c([N+](=O)[O-])c1	12	-1	3	nt	-1.0	0	16	0.0	0.5	20
Cc1cc2c(cc1S(=O)(=O)N1CC(C)CC(C)C1)OCC(=O)N2 (configuration not stated)	6	-7	-1	-4	-1.5	4	6	-0.4	-1.7	13
Cc1ccc(-c2nnn(CC(=O)N(CCN3CCOCC3)C(C(=O)NC(C)(C)C)c3ccco3)n2)cc1 (configuration not stated)	-4	3	4	-6	-1.1	-1	-1	-0.4	nt	10
O=C(O)CC(c1ccc(Br)cc1)N1Cc2ccccc2C1=O (configuration not stated)	-3	5	-2	-11	5.5	0	7	i	-1.2	nt
CN(C)c1ccc(NC(=O)CSc2nc(N)c(C(=O)Nc3ccc(N(C)C)cc3)s2)cc1	-10	9	-2	41	2.4	-2	28	i	1.3	38
Cc1ccccc1OCC(=O)OC(C(=O)c1ccccc1)c1ccccc1 (configuration not stated)	6	-4	1	-13	1.0	-1	2	i	-1.1	1
O=C(O)CCCN1C(=O)C2C3C=CC(C2C1=O)C1C(=O)N(CCCC(=O)O)C(=O)C31 (configuration not stated)	1	-7	0	-7	-0.7	-2	6	-0.4	-1.7	-8
CCCCSc1nnc2c(n1)OC=Nc1ccccc1-2	2	1	6	-2	2.2	-1	4	-2.6	nt	25
Cc1ccc(NS(=O)(=O)c2cccc(C(=O)NC3CCN(Cc4ccccc4)CC3)c2)c(C)c1	-8	nt	nt	5	nt	4	8	i	-1.5	nt
O=C(Cc1cccc2ccccc12)Nc1ccc(O)cc1C(=O)O	4	3	8	0	-2.6	32*	4	0.8	0.0	-4
Cc1ccc2c(c1)C1CC(C)(O2)N(c2cccc(C(=O)NC3CCN(Cc4ccccc4)CC3)c2)C(=O)N1 (configuration not stated)	6	8	3	21	3.5	2	2	-0.3	0.5	-4
O=C(COC(=O)c1ncc(Cl)c(Cl)c1Cl)NC1CCCCCC1	8	8	nt	5	-2.1	1	-9	i	nt	nt
CC(=O)N1c2ccc(S(=O)(=O)N3CCC(C(=O)Nc4ccc(C)cn4)CC3)cc2CC1C (configuration not stated)	8	0	-4	12	-1.0	-4	-8	-0.5	3.9	39
O=C1C=C(c2ccccc2)C(O)(c2ccccc2)C1 (configuration not stated)	-1	-5	2	-6	2.2	0	1	-5.0	-0.5	-2
CO/N=C(\C(=O)N[C@@H]1C(=O)N2C(C(=O)O)=C(COC(N)=O)CS[C@H]12)c1ccco1	-10	10	0	nt	2.4	1	4	3.6	-1.0	16
CCCn1nnnc1NCc1ccc(F)cc1	2	-1	-2	5	2.7	-6	6	i	nt	-23
CC(=O)Nc1cc2c(cc1NC(=O)Cn1nnc(-c3ccc(C)o3)n1)OCCO2	10	-3	0	5	-1.5	-2	1	-0.2	nt	2
O=C(Nc1ccc(S(=O)(=O)N2CCOCC2)cc1)c1ccc([N+](=O)[O-])s1	1	2	nt	-9	0.4	1	6	1.2	0.0	nt
O=C(Cn1cccc1C(=O)c1ccccc1)NCc1ccc(F)cc1	8	0	-2	-3	0.6	-2	13	i	-0.9	2
CCC1CCCCN1CCCNC(=O)c1nn(C)c2c1CS(=O)(=O)c1ccccc1-2 (configuration not stated)	-1	3	-2	15	-1.0	-1	1	-0.2	-1.6	7
CN(C)Cc1ccccc1Sc1ccc(Br)cc1	9	0	3	11	0.9	1	7	-0.7	0.9	-11
CCOC(=O)C1=C(COc2ccccc2)NC(=O)NC1c1ccc(Br)cc1 (configuration not stated)	6	-19	-1	-16	1.7	5	8	i	-0.1	13
COc1cccc(C(=O)C2CN(c3ccccc3)CC2c2ccc(Cl)cc2)c1 (configuration not stated)	-10	-4	4	-31	-2.2	2	1	-0.4	-1.4	13
Cc1cc(=O)oc(C)c1C(=O)Nc1cccnc1Cl	-4	7	9	-16	1.6	1	2	1.9	-0.2	9
Cc1ccccc1NC(=O)CSc1nnc(-c2ccccc2)n1-c1ccccc1	-8	-1	7	-7	2.4	-1	-9	2.4	-1.1	27
N#C/C(=C1\CCCN1)c1ccc2ccccc2n1	-1	-7	0	6	2.2	0	6	i	-1.6	2
CCc1ccc(-c2cc(C)no2)cc1S(=O)(=O)N1CCN(c2ccc(F)cc2)CC1	4	-14	10	-6	1.0	-1	9	i	nt	-6
Cc1ccc(S(=O)(=O)N2CCCC(C(=O)NCc3ccc4c(c3)OCO4)C2)cc1 (configuration not stated)	10	5	4	-16	-3.6	-2	2	i	0.7	-11
CCOC(=O)Nc1oc2ccccc2c(=O)c1C	0	-6	2	2	-2.4	21	15	-0.3	nt	13
O=C(O)C1CC2CCC1CC2 (configuration not stated)	12	nt	nt	-1	nt	0	4	i	nt	nt
CCOc1ccc(S(=O)(=O)n2nnc3ccccc32)cc1C(C)C	nt	0	-1	nt	4.6	nt	nt	nt	nt	-12
CC(=O)Nc1cccc(NC(=O)CSc2ncc(-c3ccccc3)[nH]2)c1	1	-3	5	8	-2.6	-6	0	-0.4	nt	5
